MOR-DOR inv ag = mu-delta opioid heterodimer inverse agonism; inhibition, % at 9.3 µM; cell-based MOR-DOR heterodimer luminescence; actives 0.21% (n = 340,000); P35372+P41143; in the data active = inhibition above about 22%, passing the limit was not always enough;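 also: 0% = cells with DMSO and 100% = wells without cells with DMSO; values of inactives mirror those of a sister screen read the other way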
phage Ecoli inh = E. coli growth loss with phage present | growth absorbance | inhibition, % at 11.9 µM | actives 0.26% (n = 360,000); in the data active = inhibition above about 11%
DSG3 Ab inh = human desmoglein-3 autoantibody binding inhibition | binding (percent of control), % at 10 µM | AID 588358 | DSG3-coupled beads, scFv-anti-DSG3-GFP binding, flow cytometry; stronger effect = lower value | P32926 | actives 0.48% (n = 310,000);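 active = binding more than 3 SD below its plate's average and above zero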;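 also: hits lower antibody fragment binding to DSG3; some compounds called inactive have numbers as strong as hits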
Target sequence (P32926 whole entry, looked up, the tested form may be a part): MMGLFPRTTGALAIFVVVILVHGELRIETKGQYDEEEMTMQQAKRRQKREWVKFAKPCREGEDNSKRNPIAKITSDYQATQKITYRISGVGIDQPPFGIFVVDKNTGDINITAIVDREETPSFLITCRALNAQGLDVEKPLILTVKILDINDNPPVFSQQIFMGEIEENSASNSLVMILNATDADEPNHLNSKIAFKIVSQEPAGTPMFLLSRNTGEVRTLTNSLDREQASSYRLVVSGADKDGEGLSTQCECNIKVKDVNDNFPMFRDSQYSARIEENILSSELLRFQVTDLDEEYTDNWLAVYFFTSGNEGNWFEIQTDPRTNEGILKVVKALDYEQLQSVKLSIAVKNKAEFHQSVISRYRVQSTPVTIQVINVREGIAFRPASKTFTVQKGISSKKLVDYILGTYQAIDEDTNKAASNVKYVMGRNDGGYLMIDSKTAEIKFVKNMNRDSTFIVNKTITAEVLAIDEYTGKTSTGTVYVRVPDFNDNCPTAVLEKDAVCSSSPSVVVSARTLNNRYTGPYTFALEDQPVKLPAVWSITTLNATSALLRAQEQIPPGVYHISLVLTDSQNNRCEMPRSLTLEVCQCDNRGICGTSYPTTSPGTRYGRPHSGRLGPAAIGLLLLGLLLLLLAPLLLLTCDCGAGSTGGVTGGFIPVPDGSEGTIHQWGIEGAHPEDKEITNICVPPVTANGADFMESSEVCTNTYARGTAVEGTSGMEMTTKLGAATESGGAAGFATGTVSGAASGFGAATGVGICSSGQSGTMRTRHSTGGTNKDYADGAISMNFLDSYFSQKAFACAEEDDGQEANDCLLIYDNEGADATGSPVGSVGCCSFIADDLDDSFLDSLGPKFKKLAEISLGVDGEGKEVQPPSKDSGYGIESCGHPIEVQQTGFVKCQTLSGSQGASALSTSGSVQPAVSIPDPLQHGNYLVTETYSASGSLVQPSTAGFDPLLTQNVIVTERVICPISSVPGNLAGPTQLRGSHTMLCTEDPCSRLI
PKA-R1A activ = activates the PKA-R1A holoenzyme complex; AID 504707; actives 0.083% (n = 340,000); PKA-R1A dissociation, Cy5-IP20 fluorescence polarization; scaled: DMSO 0%, 113 µM cGMP 100%; P00514+P68181; activation, % at 11.4 µM;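 active = percent activation above the mean of all tested compounds plus 3 SD, cut at about 19% in these data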;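 also: higher means more PKAc released from R1A so a rise in polarization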
SUMO Mot1 rescue = blocks SUMOylation pathway, rescuing yeast Mot1-301 growth; S. cerevisiae Mot1-301 growth rescue, ATP luminescence, 38.5C; percent above DMSO median, 100 means doubled; growth rescue, % at 18.8 µM; actives 1% (n = 320,000); AID 2716;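 active = every valid replicate shows activation above 250% relative to neutral control wells; inactive = the rest, any valid replicate at or below 250%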;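 also: OY570 slx delta 5 strain wells were the positive control but not used for scaling; some compounds called inactive have numbers as strong as hits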
Arrestin-AP2 inh = blocks beta-arrestin peptide binding to AP2 adaptin | AID 504490 | actives 0.31% (n = 340,000) | inhibition, % at 10 µM | FITC-arrestin peptide / GST-AP2 beads, flow cytometry; AP2 beta2 appendage carries R879A mutation;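 active = inhibition above a set limit, near 3 SD of compounds lacking own fluorescence, cut at about 54% in these data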;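 also: plate controls were DMSO wells for no effect and 5 µM unlabelled arrestin peptide for full effect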
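system = GST-tagged AP2 beta2-adaptin appendage (R879A) on 4 µm glutathione beads | reagent = FITC-labelled arrestin peptide probe, 50 nM final | schedule = compound with beads 12 min RT, then probe 1 h RT | signal = HyperCyt-sampled flow cytometry, FL1 channel, ex 488/em 535 nm | read-out = percent response from loss of bead-bound FITC fluorescence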
PfHsp90 set2 = reduces growth (ATP signal) of yeast expressing P. falciparum Hsp90. S. cerevisiae expressing PfHsp90, BacTiter-Glo ATP, 48 h; yeast lacking PDR1 and PDR3 efflux regulators. inhibition, % at 9.4 µM. actives 0.32% (n = 310,000). AID 504621;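 active = every replicate shows inhibition above about 80%, whatever the replicate mean, limit read from the data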;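 also: 0% = DMSO neutral controls and 100% = 20 µM radicicol positive controls; yeast relying on Plasmodium falciparum Hsp90 in place of its own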
OPRM1-OPRD1 ag = agonists of human mu-delta opioid receptor heterodimerization; P35372+P41143; cells, OPRM1-OPRD1 heterodimerization, luminescence; activation, % at 9.3 µM; actives 0.3% (n = 340,000); AID 504326; in the data active = activation above about 18%;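 also: 0% = vehicle-treated cells and 100% = reference agonist; values of inactives mirror those of a sister screen read the other way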
E coli growth = bacterial growth inhibition, counter-screen for AddAB inhibitors; E. coli V3065 growth, OD600 absorbance, 18 h; inhibition, % at 11.9 µM; actives 0.27% (n = 330,000); AID 449728;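 active = inhibition above the campaign's mean inhibition across all tested compounds plus 3 SD, cut at about 9.9% in these data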;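 also: uninfected addAB+ strain grown without phage in ampicillin broth; 0% = DMSO wells and 100% = ciprofloxacin 0.95 µg/ml wells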
AddAB inh = less growth of phage-infected E. coli with AddAB; AID 435030; inhibition, % at 11.9 µM; actives 0.29% (n = 330,000); E. coli expressing H. pylori AddAB, absorbance growth; in the data active = inhibition above about 12%;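 also: 0% = vehicle wells of infected cells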
Tat transport = blocks Tat-dependent protein export in E. coli. E. coli MC4100 TorA-mCherry Tat export, fluorescence. actives 0.036% (n = 340,000). inhibition, % at 10 µM. AID 488895;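 active = mean replicate inhibition at least 50% and at least half of replicates individually reaching 50%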;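 also: exported cargo escapes ClpAP degradation while cytoplasmic cargo is degraded and loses fluorescence; 0% = median of neutral control wells and 100% = median of NaSCN control wells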
* hit, by the source's call; · = not tested or not shown.

SMILES	MOR-DOR inv ag	phage Ecoli inh	DSG3 Ab inh	PKA-R1A activ	SUMO Mot1 rescue	Arrestin-AP2 inh	PfHsp90 set2	OPRM1-OPRD1 ag	E coli growth	AddAB inh	Tat transport
N#CC(C#N)=C1CCCc2sccc21	5.4	2.5	90.4	-3.9	·	-1.1	-5.8	-1.1	·	·	6.7
CCC(C)NCCCOc1ccc(C)cc1OC (centres undefined)	17.8	0.3	93.0	-1.1	-2.5	36.8	17.0	-3.7	1.9	0.0	4.1
Cc1ccc(C)c(OCCC(=O)OCC(=O)NC2CCS(=O)(=O)C2)c1 (centres undefined)	1.3	2.4	95.8	2.1	13.9	-1.2	4.5	-0.2	-1.1	0.2	15.8
CCc1noc(C)c1C(=O)N1CCN(S(=O)(=O)c2ccccc2C(F)(F)F)CC1	-6.5	2.7	·	-1.1	1.5	-4.6	-5.1	1.6	-1.6	2.0	-3.7
O=C(CN1CCN(C(=O)c2cncn2-c2ccc(F)cc2)CC1)Nc1ccccc1C(F)(F)F	-2.8	1.3	·	-5.5	-9.6	-18.6	2.5	0.7	0.0	0.1	-7.7
CNC(=S)N(CCc1c(C)[nH]c2ccc(C)cc12)Cc1ccc(OC)c(OC)c1	4.0	0.4	103.2	-2.4	2.3	-2.3	5.6	-0.8	1.4	-0.3	5.5
COc1cc(OC)cc(-c2nc(-c3ccc(Br)cc3)no2)c1	2.5	-1.2	103.8	5.4	11.4	3.8	-2.8	-0.4	-2.5	1.3	-9.0
O=C(CSCCc1ccccn1)Nc1ccc(Br)cn1	2.6	2.4	·	-4.7	38.6	0.5	36.0	-0.5	0.9	2.8	1.5
Cc1ccc(S(=O)(=O)N2[C@@H](c3cccc(C)c3)C(C(=O)O)=C[C@H]2CC2CCCC2)cc1	-1.1	3.1	103.4	-16.0	283.2	35.5	-7.0	0.2	-0.9	3.4	5.0
COc1cccc(C2CC(=O)Nc3cc4c(cc32)OCCO4)c1OC(C)C (centres undefined)	-0.1	-0.5	97.0	-1.8	-5.3	4.5	1.7	0.0	2.1	0.8	-10.6
COc1ccc(NC(=O)C2=CC(c3cccs3)=NS(=O)(=O)N2C)cc1	8.0	3.0	106.4	-11.7	4.0	6.8	5.4	-1.4	2.2	1.6	3.9
Cc1ccc(NC2C(=O)NC(=O)NC2=O)cc1	8.1	2.0	117.0	-7.5	·	5.1	-0.9	-1.7	·	·	8.1
O=C(CCNS(=O)(=O)c1cccs1)Nc1nccs1	0.8	0.1	98.6	-6.8	12.6	40.5	·	-0.2	1.3	4.9	-10.7
O=C(O)c1ccccc1C(=O)NNc1ccc(F)cc1	10.8	1.6	118.7	-4.8	266.5*	-1.4	-9.0	-1.9	-0.9	1.3	3.0
CS(=O)(=O)N(CC(=O)N1CCOCC1)c1cc(Cl)ccc1Cl	17.1	2.4	108.6	9.9	4.5	-17.0	13.2	-3.6	1.6	5.8	-7.0
COc1ccc(N2Cc3cccc(C(=O)NC(C)CCc4ccco4)c3C2=O)cc1 (centres undefined)	-3.8	0.1	108.5	-4.3	16.7	-0.1	-23.2	0.6	-1.1	-3.0	17.3
CC(=O)N1C2=CCCC3CCCCC23c2ccccc21 (centres undefined)	-41.7	1.2	244.8	-0.2	·	-199.5	-30.0	8.1	·	·	-5.6
CCC(/C=N/NC(=O)c1ccccc1F)CC	-0.3	2.9	108.5	-5.7	-12.2	-4.6	15.2	0.1	1.1	4.2	6.8
COc1cccc(NC(=O)COc2cc(O)c3c(c2)OC(C)(C)CC3=O)c1	4.4	4.0	99.9	3.0	8.1	-0.8	-20.7	-0.9	-2.0	1.5	-1.7
Cc1ccc(NC(=O)c2oc3ccccc3c2NC(=O)c2ccc3c(c2)OCO3)cc1	-2.5	2.4	93.5	10.7	34.5	-2.5	2.1	0.5	0.5	1.6	-8.6
C=CCn1cc(F)c(=O)n(CC=C)c1=O	6.9	0.3	105.4	1.3	94.5	-6.9	-50.6	-1.3	-3.1	0.0	-12.9
Cc1nnc(NC(=O)c2c(F)cccc2F)s1	6.0	2.4	99.3	-8.1	5.7	-8.2	-32.7	-1.0	-0.3	0.0	-7.0
O=C(NCCO[N+](=O)[O-])c1cccnc1	3.4	1.6	95.3	-5.5	2.7	-4.2	6.3	-0.6	1.5	-1.6	-7.0
CCc1sc(C(=O)NNC(=O)c2cncc(Br)c2)cc1C	6.0	4.7	99.0	-4.7	-9.2	-7.2	8.7	-1.5	1.2	0.0	-3.4
O=C(NCCc1cccc(Cl)c1)c1cccc([N+](=O)[O-])c1	-3.5	2.9	99.7	-0.2	10.9	7.3	11.6	0.6	2.0	0.3	2.7
Later entries
SMILES	MOR-DOR inv ag	phage Ecoli inh	DSG3 Ab inh	PKA-R1A activ	SUMO Mot1 rescue	Arrestin-AP2 inh	PfHsp90 set2	OPRM1-OPRD1 ag	E coli growth	AddAB inh	Tat transport
Cc1cc(C(=O)CSc2cccc[n+]2[O-])c(C)n1-c1ccccc1	3.4	3.7	106.5	-2.2	5.5	1.6	17.5	-0.7	2.3	4.3	-3.1
O=C(CCN1C(=O)c2ccccc2C1=O)Nc1sc2c(c1C(=O)NCc1ccco1)CCCC2	7.0	1.2	99.2	14.4	-7.2	10.0	-8.6	-1.3	-2.6	-0.8	3.8
CCOc1ccc(NC(=O)CCC(=O)c2ccc(OC)cc2)cc1	6.3	-3.3	119.3	-0.2	19.4	3.9	6.1	-1.2	0.8	1.8	6.5
CCCCN(CC)Cc1ccc(CNC(=O)Nc2ccc(F)cc2)o1	10.7	3.7	109.2	0.5	-5.5	-0.9	·	-2.0	1.5	0.3	5.0
Cc1ccc(NC(=O)C2CC(=O)Nc3ncnn32)cc1Cl (centres undefined)	8.6	2.1	101.8	-7.8	10.6	-2.7	-0.7	-1.6	-2.2	1.1	-5.7
CCCCCCOc1ccc(N2C(=O)CC(SCCN)C2=O)cc1 (centres undefined)	-6.7	2.1	121.2	-8.3	-10.0	-4.8	7.7	1.4	2.9	3.3	-2.0
COC(=O)C1=C(C)N(c2cccc(C)c2)C(=O)/C1=C\c1cccs1	11.2	2.5	·	-8.8	3.6	-0.7	9.0	-2.6	0.3	1.5	-21.3
COc1ccccc1N1CCN(C(=O)c2oc3cc(C)c(C)cc3c2C)CC1	-22.6	1.8	111.9	-4.6	·	3.5	-2.1	5.4	·	·	14.6
CCCCCCCc1c(O)nc(SCC(=O)O)[nH]c1=O	3.1	0.9	94.2	11.4	0.5	8.6	-2.9	-0.6	2.6	2.1	-1.3
COC(=O)C(CCSC)NC(=O)Cn1ncc2c(=O)oc3ccccc3c21 (centres undefined)	3.8	3.3	103.3	10.4	-16.0	-4.9	-7.5	-0.7	0.2	-3.0	-2.6
Cc1ccc(OCC(=O)N/N=C/c2ccncc2)cc1	13.2	2.7	96.4	-10.9	-3.8	-18.2	0.8	-2.7	0.8	-0.2	-1.9
COc1ccc(/C=N/N2CCOCC2)cc1COc1ccc(F)cc1	-6.1	3.8	98.2	-3.1	11.3	-2.3	-26.3	0.8	1.5	-0.2	-9.9
Cc1c(C(=O)c2no[n+]([O-])c2C(=O)c2cnn(C)c2C)cnn1C	-6.4	1.7	99.4	4.4	273.1	-1.0	6.7	1.1	0.4	0.6	-1.5
CCS(=O)(=O)Nc1ccc(C2=NN(S(=O)(=O)c3ccc(F)cc3)C(c3ccco3)C2)cc1 (centres undefined)	-11.4	2.0	124.9	-3.3	-10.1	10.6	·	2.0	-0.3	2.4	0.2
CC(=O)c1ccc(NC(=O)c2cc(Cl)sc2Cl)cc1	2.9	4.4	101.5	-4.5	-3.9	2.8	-20.0	-0.6	0.3	1.5	3.7
CCN(CC)CCn1c(NCc2cccc(OC)c2OC)nc2ccccc21	·	2.5	107.5	-7.3	-7.0	-3.0	-7.1	·	-2.3	0.5	2.4
Nc1ccccc1SCc1cc([N+](=O)[O-])cc2c1OCOC2	9.6	4.4	100.1	-14.7	·	-6.0	-13.9	-1.9	-2.1	1.5	-9.3
COc1ccc(NC(=S)NC2CC3CCCC(C2)N3C2CC2)cc1 (centres undefined)	2.0	0.6	91.7	-15.5	-3.4	-1.9	-13.2	-0.4	0.2	4.6	0.1
CCc1ccc(N2CC(C(=O)Nc3cccc(C(=O)NC4CC4)c3)CC2=O)cc1 (centres undefined)	5.2	3.2	100.2	-5.2	-0.5	8.2	-8.1	-1.0	3.5	1.5	2.9
Cc1ccc(NC(=O)CCC(=O)NNC(=O)NC23CC4CC(CC(C4)C2)C3)cc1C	8.9	3.2	102.7	-12.1	-6.3	-15.6	0.6	-1.6	0.2	-2.3	-0.2
CCCSc1nc(C)c(-c2csc(C(C#N)=C3CCCC3)n2)cc1C#N	0.7	1.1	110.5	3.6	-14.1	-2.2	-6.8	-0.1	-1.7	-0.4	-1.6
CC(=O)/C(N=Nc1ccc2c(c1)OCCO2)=C(\C)O	-3.2	4.2	105.5	-11.4	76.9	-4.5	10.0	0.6	-0.3	0.9	-6.6
Cc1ccc2c(c1)N(CC(=O)NCC1CCCO1)C(=O)C(C)O2 (centres undefined)	13.3	-0.6	105.8	-0.9	521.8*	4.6	-6.9	-2.5	-2.0	2.0	2.4
Cc1ccccc1COc1ccc(-c2nn[nH]n2)cc1	14.7	0.5	90.8	8.8	-1.0	9.9	-3.5	-3.1	-0.8	0.7	-2.4
Cc1c(Cl)cccc1-n1nnnc1-c1cccs1	-1.1	3.0	102.2	-6.4	9.8	39.2	·	0.2	-2.6	-1.2	4.9
C/C(=N/N1CCN(Cc2cccc3ccccc23)CC1)c1ccco1	1.3	1.9	·	-0.7	2.5	0.5	19.1	-0.3	-0.7	0.8	0.9
Cc1cc(C(=O)c2ccccc2)nc2ccccc12	-9.8	2.8	97.0	-10.3	3.5	1.2	11.7	1.7	1.5	1.2	-1.5

5 neighbouring compounds from above, quoted:
SMILES	MOR-DOR inv ag	phage Ecoli inh	DSG3 Ab inh	PKA-R1A activ	SUMO Mot1 rescue	Arrestin-AP2 inh	PfHsp90 set2	OPRM1-OPRD1 ag	E coli growth	AddAB inh	Tat transport
Cc1cc(C(=O)CSc2cccc[n+]2[O-])c(C)n1-c1ccccc1	3.4	3.7	106.5	-2.2	5.5	1.6	17.5	-0.7	2.3	4.3	-3.1
O=C(CCN1C(=O)c2ccccc2C1=O)Nc1sc2c(c1C(=O)NCc1ccco1)CCCC2	7.0	1.2	99.2	14.4	-7.2	10.0	-8.6	-1.3	-2.6	-0.8	3.8
CCOc1ccc(NC(=O)CCC(=O)c2ccc(OC)cc2)cc1	6.3	-3.3	119.3	-0.2	19.4	3.9	6.1	-1.2	0.8	1.8	6.5
CCCCN(CC)Cc1ccc(CNC(=O)Nc2ccc(F)cc2)o1	10.7	3.7	109.2	0.5	-5.5	-0.9	·	-2.0	1.5	0.3	5.0
Cc1ccc(NC(=O)C2CC(=O)Nc3ncnn32)cc1Cl (centres undefined)	8.6	2.1	101.8	-7.8	10.6	-2.7	-0.7	-1.6	-2.2	1.1	-5.7

Screens (PubChem)
